High-throughput results deposited in PubChem BioAssay by National Center for Advancing Translational Sciences (NCATS).
Epigenetic reg: derepresses silenced GFP reporter in murine cells. actives 0.2% (n = 280,000). AID 1865. Potency, µM (top dose mostly 53.9 µM), for the others: at the highest dose GFP activation, hits mostly activators. murine LDR cells, GFP reporter derepression, 30 h; active = well fitted activation curve with a large enough effect; inconclusive = small, poorly fitted or top-dose-only effect; also: % of control where 0% means no effect; nearly all actives have a fitted effect of over 60% in size
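Murine LDR cells bearing a silenced CMV-driven GFP reporter were exposed to compound for 30 h at 37 C. After PBS washes, GFP-positive cells (20-120 um objects) counted by laser-scanning microplate cytometry.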
Starred values were filed as active, the others as inactive; u = inconclusive. Potency is read from the fitted curve at half-maximal effect. These rows are one share of the data, so the mix of outcomes need not match the whole.

no.	SMILES	Epigenetic reg
1	COc1ccc(OC)c(NC(=O)c2cc3cccc(OC)c3oc2=O)c1	-0.8%
2	CCOC(=O)c1c(C)[nH]c(C)c1S(=O)(=O)N1CCC(C(=O)Nc2ccc(C)cn2)CC1	4.6%
3	CCc1ccc(C(=O)Nc2ccc3nn(-c4ccc(C)c(Cl)c4)nc3c2)cc1	-1.1%
4	COc1cc(OC)cc(C(=O)Nc2nc(-c3nnn(-c4ccc(C)cc4)c3C)ns2)c1	-2.0%
5	COc1cccc(C(=O)NC(=O)Nc2ccc(-c3cc(C(F)(F)F)nn3-c3ccccc3)cc2)c1	-1.1%
6	COc1ccc(C(=O)N(Cc2sccc2C)C2CCS(=O)(=O)C2)cc1Cl (stereo unspecified)	-1.9%
7	O=C(NCCN1CCCCC1)c1ccc(Cn2c(SCc3ccc(F)cc3)nc3cccnc32)cc1	0.0%
8	CCc1nnc2c(Nc3ccccc3Br)nc3ccccc3n12	1.9%
9	CCOc1ccccc1CNC(=O)c1[nH]c2ccccc2c1Sc1ccccc1	-0.7%
10	Cc1ccc(-n2ncc3c(=O)n(Cc4cccc(Cl)c4)cnc32)cc1C	-2.8%
11	O=C1Cc2cc(S(=O)(=O)N3CCN(c4cccc(Cl)c4)CC3)ccc2N1	u
12	COc1ccc(C2C=C(c3ccc(Cl)c(Cl)c3)Nc3ncnn32)cc1 (stereo unspecified)	-4.9%
13	COC(=O)c1ccccc1NC(=O)CCc1c(C)nc2c(c(C)nn2-c2ccccc2)c1C	-4.5%
14	Cc1cc(C)cc(NC(=O)Cn2c(=O)n(CCC(C)C)c(=O)c3cccnc32)c1	1.1%
15	CCc1ccc(-c2nc(CN3CCCC(C(=O)NCc4ccc(C)cc4)C3)c(C)o2)cc1 (stereo unspecified)	0.0%
16	O=C(CSc1cn(CC(=O)N2CCCC2)c2ccccc12)Nc1ccc(Cl)cc1	-2.9%
17	COc1cc(C(=O)Oc2c(Sc3ccc(C)cc3)c(C)nn2-c2ccccc2)cc(OC)c1OC	-1.3%
18	Cc1ccc(CNCc2ccccc2Cl)s1	5.4%
19	Cc1ccc(OCCOCCn2c(-c3ccc(Cl)cc3)nc3ccccc3c2=O)cc1	-1.9%
20	Cc1cc(C)c2c(n1)SCC(=O)N2CC(=O)Nc1ccccc1C	-5.4%
21	COc1ccc(NC(=O)CCc2c(C)nc3c(c2C)c(=O)n(C)c(=O)n3C)cc1OC	1.9%
22	O=C1CCCc2[nH]c(=O)c(-c3nc(-c4cccc([N+](=O)[O-])c4)cs3)cc21	u
23	COc1cc(OC)cc(-c2nc(-c3cccc(C)c3)no2)c1	4.6%
24	COCCN(Cc1ccco1)C(=O)c1cc2c(Cl)nc3ccc(C)cc3c2s1	-0.6%
25	C#CCSc1nc2sc3c(c2c(=O)n1-c1cccc(OC)c1)CCN(C(C)=O)C3	-1.8%
26	COc1ccc(NC(=O)C(c2ccc(C)cc2)N(C)C(=O)/C=C\c2ccc3c(c2)OCO3)cc1 (stereo unspecified)	-2.4%
27	CCc1nn(-c2ccccc2)c2nc(-c3ccccc3OC)c3cc(OC)c(OC)cc3c12	0.3%
28	CCc1cccc(C)c1NC(=O)CN1CCCN(Cc2ccc(C)cc2)S1(=O)=O	2.0%
29	CCOC(=O)c1ccccc1NC(=O)c1sc2ccccc2c1Cl	-0.8%
30	CCc1ccc2oc(C(=O)N(Cc3cccc(Cl)c3)Cc3ccco3)c(C)c2c1	0.8%
31	Cc1ccc(NC(=O)Cn2c(=O)n(-c3ccccc3)c(=O)c3c4c(sc32)CCCC4)cc1	-1.8%
32	CN1CCSc2ccc(C(=O)NCc3ccccc3F)cc21	0.8%
33	COc1ccc(NC(=O)C2=C(C)Nc3nc(SCc4ccccc4C)nn3C2c2cc(OC)c(O)c(OC)c2)cc1 (stereo unspecified)	-0.9%
34	Cc1oc(-c2ccccc2Cl)nc1CS(=O)(=O)CC(=O)NC(C)CCc1ccccc1 (stereo unspecified)	0.9%
35	Cc1ccc2c(c1)N(CC(=O)NCCc1ccccc1)C(=O)CO2	1.7%
36	O=c1c2ccccc2n(Cc2c(F)cccc2Cl)c(=O)n1Cc1ccccc1	2.0%
37	COc1ccc(C(=O)Oc2c(Sc3ccc(Cl)cc3)c(C)nn2C(C)(C)C)cc1OC	-0.4%
38	COc1ccc(N2CCN(c3c4c(nc5nncn35)CCC4)CC2)cc1	0.2%
39	COc1ccc(CNc2nc3c(-c4ccccc4)nnn3c3ccccc23)cc1	0.4%
40	O=C(Cc1csc2ccccc12)NCc1cccc(Br)c1	9.4%
41	CCc1ccccc1NC(=O)c1cc2sc(Cl)cc2n1CC	0.0%
42	COc1ccc(-n2c3c(cc(-c4nc(-c5ccc(Cl)cc5)cs4)c2=O)C(=O)CC(C)(C)C3)cc1	0.1%
43	CCCCCCC(=O)Nc1cc2nc3c(nc2cc1C)c(=O)n(C)c(=O)n3C	1.8%
44	Cc1ccn2cc(CNC(=O)c3cccc(C(F)(F)F)c3)nc2c1	-3.5%
45	Cc1cccc(NS(=O)(=O)c2ccc3c(c2)CCN3C(=O)CCC(=O)O)c1C	-1.1%
46	Clc1cccc(CNc2cc(-c3ccccc3)nc3nncn23)c1	-7.8%
47	CC(=O)c1ccc(NC(=O)c2ccc3c(c2)nnn3C2CCCC2)cc1	3.5%
48	CCN(C(=O)C1CCC(CNS(=O)(=O)c2cccc3nsnc23)CC1)c1cccc(C)c1 (stereo unspecified)	-1.1%
49	CCOC(=O)c1cccc(NC(=O)CC2C(=O)N(c3ccc(F)cc3)C(=O)N2C(C)C)c1 (stereo unspecified)	-1.6%
50	O=C(CSc1nc(-c2ccco2)nc2cc(=O)[nH]n12)Nc1ccccc1F	3.2%

3 entries out of the list, ordered by length of the SMILES, falling.
no.	SMILES	Epigenetic reg
42	COc1ccc(-n2c3c(cc(-c4nc(-c5ccc(Cl)cc5)cs4)c2=O)C(=O)CC(C)(C)C3)cc1	0.1%
50	O=C(CSc1nc(-c2ccco2)nc2cc(=O)[nH]n12)Nc1ccccc1F	3.2%
44	Cc1ccn2cc(CNC(=O)c3cccc(C(F)(F)F)c3)nc2c1	-3.5%

(further entries)
no.	SMILES	Epigenetic reg
51	Cc1cccc(N(C)c2nc3ccc(C(=O)c4ccccc4)cc3n3c(C)nnc23)c1	u
52	NC(=O)c1cc(S(=O)(=O)N2CCN(c3cccc(C(F)(F)F)c3)CC2)cs1	-1.7%
53	Cc1c(NC(=O)C(F)(F)F)ccc2nc3c(=O)n(C)c(=O)n(C)c3nc12	-1.8%
54	CCOc1ccccc1CNC(=O)CCCn1ncn2c(cc3occc32)c1=O	1.1%
55	COc1ccc(S(=O)(=O)N(CC(=O)Nc2cc(C)cc(C)c2)c2ccc(Cl)cc2)cc1	0.9%
56	CCC(=O)N1CCc2cc(S(=O)(=O)NC(C(=O)Nc3ccc(C(C)=O)cc3)C(C)C)ccc21 (stereo unspecified)	0.0%
57	CCc1nn(CC(=O)N2CCN(c3cccc(C)c3)C(C)C2)c(=O)c2cc3sccc3n12 (stereo unspecified)	0.0%
58	Cc1ccc(NC(=O)Cn2cc(C(=O)C3CCCCC3)c3ccccc32)c(C)c1	1.0%
59	COc1ccccc1-c1ncnn1-c1sc2c(c1C#N)CCCCC2	-1.6%
60	CCc1cccc(NC(=O)Cn2c(=O)n(-c3ccccc3C)c(=O)c3c2c2cc(C)ccc2n3C)c1	2.0%
61	CCCCNc1nc(Oc2ccc(=O)n(C)n2)nc(N(C)C)n1	-0.8%
62	CCOc1ccccc1NC(=O)Cn1c(=O)n(Cc2ccc(C(=O)NCCCOC)cc2)c(=O)c2ccccc21	4.6%
63	Cc1ccccc1NC(=O)CC(NCc1cccnc1)C(=O)O (stereo unspecified)	-1.4%
64	CCN(CC)C(=O)Cn1c(=O)n(CCCCCC(=O)NCc2ccccc2Cl)c(=O)c2sccc21	-1.8%
65	Cc1nc(SCC(=O)Nc2nsc(-c3ccc(C(C)(C)C)cc3)n2)c2c3c(sc2n1)CCCC3	5.8%
66	COc1ccc(C)cc1NC(=O)CCNS(=O)(=O)c1cccc2nonc12	-0.3%
67	CCCC(=O)Oc1c(Sc2ccc(C)cc2)c(C)nn1-c1ccccc1	5.1%
68	Cc1ccccc1NC(=O)C(=O)NCC1(c2ccccc2)CCCC1	0.7%
69	COc1ccc(C(=O)n2nc(-c3cccnc3)nc2NCc2ccccc2)cc1OC	1.9%
70	CCn1cc(C(=O)OCC(=O)Nc2cc(OC)cc(OC)c2)c(=O)c2ccc(C)nc21	0.2%
71	COCCNc1nc2c(c(=O)n(Cc3cccc(Cl)c3)c(=O)n2C)n1C	1.3%
72	Cc1ccc(CNC(=O)CSc2c3c(nc4ccc(Cl)cc24)CCCC3)cc1	2.4%
73	Cc1cccc(C)c1Nc1c(-c2ccccn2)nc2ccc(Cl)cn12	-0.4%
74	Cc1cc(NC(=O)c2cccs2)cc(-c2nc3cc(Cl)ccc3o2)c1O	u
75	CC1CC(=O)N(CC(=O)Nc2ccc(F)cc2F)c2ccccc2S1 (stereo unspecified)	0.0%
76	O=C(c1ccc2c(c1)N(Cc1ccc(Cl)cc1)C(=O)c1ccccc1S2=O)N1CCN(c2ccccc2F)CC1 (stereo unspecified)	-1.1%
77	CCc1cccc(C)c1NC(=O)C(CC)Sc1nncn2c1cc1occc12 (stereo unspecified)	-1.5%
78	COc1ccc(N(C(=O)c2ccc(Cl)cc2)S(=O)(=O)c2ccc(C)cc2)cc1	0.0%
79	COc1ccc2c(c1)c1c(c(=O)n(-c3cccc(Cl)c3)c(=O)n1C)n2C	-0.7%
80	COc1cccc(NC(=O)CSc2nc(-c3ccccc3Cl)nc3c2Cc2c(CO)cnc(C)c2O3)c1	9.3%

Four entries from above, reformatted:
#56 CCC(=O)N1CCc2cc(S(=O)(=O)NC(C(=O)Nc3ccc(C(C)=O)cc3)C(C)C)ccc21 (stereo unspecified)
- Epigenetic reg: 0.0%

#57 CCc1nn(CC(=O)N2CCN(c3cccc(C)c3)C(C)C2)c(=O)c2cc3sccc3n12 (stereo unspecified)
- Epigenetic reg: 0.0%

#58 Cc1ccc(NC(=O)Cn2cc(C(=O)C3CCCCC3)c3ccccc32)c(C)c1
- Epigenetic reg: 1.0%

#59 COc1ccccc1-c1ncnn1-c1sc2c(c1C#N)CCCCC2
- Epigenetic reg: -1.6%

Following part.
no.	SMILES	Epigenetic reg
81	COc1ccc(-n2nc(C(=O)Nc3ccc(C(C)=O)cc3)nc2-c2ccccc2)cc1	-3.3%
82	CCOC(=O)N1CCc2c(sc3c2c(=O)n(CCc2ccccc2)c(=O)n3CC(=O)Nc2ccccc2C)C1	0.6%
83	Cc1ccc(Cl)cc1N1CCN(C(=O)c2ccc3c(c2)N(Cc2ccccc2F)C(=O)c2ccccc2S3(=O)=O)CC1	-1.1%
84	Cc1ccc(OCc2nc3ccccc3n2Cc2ccccc2Cl)cc1	-1.3%
85	CCc1c(C)sc(NC(=O)c2cc3nc(-c4ccc(OC)cc4)cc(C(F)(F)F)n3n2)c1C(=O)OC	-1.6%
86	Cc1nnc(N2CCCC(C(=O)NCCc3ccc(Cl)cc3)C2)c2nn(-c3ccccc3)c(C)c12 (stereo unspecified)	0.7%
87	Cc1cc(NC(=O)CCS(=O)(=O)c2cc(Br)cc3c2N(C(=O)C2CC2)CC3)ccc1Br	10.0%
88	COc1cccc(OCCn2c(-c3ccc(Cl)cc3)nc3ccccc3c2=O)c1	0.6%
89	CC(C)OCCCN1C(=O)c2[nH]nc(-c3ccccc3O)c2C1c1ccc(OCc2ccccc2)cc1 (stereo unspecified)	19.4%
90	Cc1c(NS(=O)(=O)c2ccccc2)cc(C(C)C)c(O)c1S(=O)(=O)c1ccc(Cl)cc1	-1.1%
91	COC(=O)CSc1nc2sc3c(c2c(=O)n1-c1ccc(C)cc1)CC(C(C)C)OC3 (stereo unspecified)	1.3%
92	COC(=O)c1ccccc1NC(=O)CCS(=O)(=O)c1nc(-c2ccc3c(c2)OCO3)cc(C(F)(F)F)n1	-1.2%
93	CSc1ccc(CCNC(=O)Cn2c(C)c3cnn(-c4ccccc4)c(=O)c3c2C)cc1	11.1%
94	COC(=O)C(C)Sc1nc2c(cnn2-c2ccc(F)cc2)c(=O)[nH]1 (stereo unspecified)	-2.5%
95	Cc1ccc(CN(C(=O)COc2ccc(Cl)cc2C)C2CCS(=O)(=O)C2)o1 (stereo unspecified)	4.3%
96	COc1ccc(CCNC(=O)CN(c2ccc(C)cc2)S(=O)(=O)c2ccc(OC)cc2)cc1	1.2%
97	CCc1ccc(NC(=O)CN(c2ccc(OC)cc2)S(=O)(=O)c2c(C)[nH]c(=O)[nH]c2=O)cc1	0.0%
98	COc1cccc(CNC(=O)CCc2nnc3n(C)c(=O)c4sccc4n23)c1	-0.9%
99	CCOc1ccc(NC(=O)c2sc3nc4c(c(-c5ccccc5)c3c2N)C(=O)CC(C)(C)C4)cc1	0.4%
100	CCOC(=O)c1ccc(NC(=O)CSc2nnc3c4ccccc4n(CC)c3n2)cc1	7.5%
101	COc1ccc(CCNc2nc(-c3ccc(OC)c(OC)c3)cc(C(F)(F)F)n2)cc1OC	5.1%
102	CC(C)(C)C(=O)NCCc1nc2ccccc2n1CCCCOc1ccc(Cl)cc1	0.0%
103	CC(C)c1ccc(NS(=O)(=O)c2cc(Br)cc3c2N(C(=O)C2CC2)CC3)cc1	0.3%
104	Cc1cc(C)c(NC(=O)Cn2c(=O)n(Cc3ccco3)c(=O)c3ccc(C(=O)NC4CCCC4)cc32)c(C)c1	1.7%
105	Cc1ccc(CN(Cc2cccn2-c2nnc(N3CCCC3=O)s2)C(=O)Nc2ccccc2Cl)cc1	2.5%
106	CCC(C)NC(=O)Cn1c(=O)n(CCCC(=O)NCc2ccc(C)cc2)c(=O)c2ccccc21 (stereo unspecified)	-0.5%
107	O=C(COC(=O)c1cc(-c2cccs2)nc2ccccc12)c1ccc(Br)cc1	1.9%
